Akt phos inh: blocks phosphorylation of Akt. AID 651550. actives 0.32% (n = 360,000). Neuro2A IGF-stimulated pAkt S473 HTRF, 20 min; hits give low values. activity change, % for hits at 50 µM; in the data active = activity change below about -80%; inconclusive = mostly about -51% to -80%; also: % is scaled to controls: 0 for no effect and ±100 for the full control effect
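Neuro2A cells in DMEM with 0.5% FBS, overnight at 37 deg C, given compound at single 50 µM final, then IGF (6 nM final) for 20 min at 37 deg C. Lysed; phospho-Akt Ser473 by HTRF after 24 h, 665/615 ratio.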
TGFb SMAD3 inh: TGF-b pathway inhibition; HepG2 CAGA-GFP TGF-b/SMAD3 reporter, GFP fluorescence, 18 h; TGF-beta stimulated, 500 pg/mL final; Potency, µM (doses to about 46.1 µM), without a hit: at the highest dose activity, negative = inhibition, usual class: inhibitors; actives 1.2% (n = 410,000); AID 588855; also: potency is read from the fitted curve at half-maximal effect; % is scaled to controls: 0 for no effect and ±100 for the full control effect; nearly all actives have a fitted effect of over 65% in size
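HEPG2 CAGA-GFP reporter cells (1000/well, DMEM with 1% FBS) received compounds, then recombinant TGF-beta at 500 pg/mL final for 18 hours at 37 degrees C. Per-cell GFP summed per well was normalised to unstimulated and stimulated DMSO controls before curve fitting.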
Nrf2 activator: activators of Nrf2 (ARE) signaling. AREc32 ARE-luciferase reporter (MCF7-derived line), luminescence, 24 h. Potency, µM (highest dose often 46.1 µM), without a hit: top-dose activation, usual class: activators. actives 0.31% (n = 410,000). AID 624171; also: potency is read from the fitted curve at half-maximal effect; % of control where 0% means no effect; nearly all actives have a fitted effect of over 65% in size
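Nrf2 activation is followed as ARE-luciferase induction in the AREc32 line after one day of compound treatment; luminescence is read with Steady-Glo.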
EPAC2 ag: agonists of human EPAC2 (RAPGEF4); EPAC2 activation, biochemical qHTS; response scale: 100% = 6.5 mM cAMP response; Potency, µM (top dose mostly 154 µM), for inactives: top-dose activation, most hits filed as activators; actives 0.079% (n = 360,000); also: potency is read from the fitted curve at half-maximal effect; nearly all actives have a fitted effect of over 50% in size
Target sequence (Q8WZA2 whole entry, looked up): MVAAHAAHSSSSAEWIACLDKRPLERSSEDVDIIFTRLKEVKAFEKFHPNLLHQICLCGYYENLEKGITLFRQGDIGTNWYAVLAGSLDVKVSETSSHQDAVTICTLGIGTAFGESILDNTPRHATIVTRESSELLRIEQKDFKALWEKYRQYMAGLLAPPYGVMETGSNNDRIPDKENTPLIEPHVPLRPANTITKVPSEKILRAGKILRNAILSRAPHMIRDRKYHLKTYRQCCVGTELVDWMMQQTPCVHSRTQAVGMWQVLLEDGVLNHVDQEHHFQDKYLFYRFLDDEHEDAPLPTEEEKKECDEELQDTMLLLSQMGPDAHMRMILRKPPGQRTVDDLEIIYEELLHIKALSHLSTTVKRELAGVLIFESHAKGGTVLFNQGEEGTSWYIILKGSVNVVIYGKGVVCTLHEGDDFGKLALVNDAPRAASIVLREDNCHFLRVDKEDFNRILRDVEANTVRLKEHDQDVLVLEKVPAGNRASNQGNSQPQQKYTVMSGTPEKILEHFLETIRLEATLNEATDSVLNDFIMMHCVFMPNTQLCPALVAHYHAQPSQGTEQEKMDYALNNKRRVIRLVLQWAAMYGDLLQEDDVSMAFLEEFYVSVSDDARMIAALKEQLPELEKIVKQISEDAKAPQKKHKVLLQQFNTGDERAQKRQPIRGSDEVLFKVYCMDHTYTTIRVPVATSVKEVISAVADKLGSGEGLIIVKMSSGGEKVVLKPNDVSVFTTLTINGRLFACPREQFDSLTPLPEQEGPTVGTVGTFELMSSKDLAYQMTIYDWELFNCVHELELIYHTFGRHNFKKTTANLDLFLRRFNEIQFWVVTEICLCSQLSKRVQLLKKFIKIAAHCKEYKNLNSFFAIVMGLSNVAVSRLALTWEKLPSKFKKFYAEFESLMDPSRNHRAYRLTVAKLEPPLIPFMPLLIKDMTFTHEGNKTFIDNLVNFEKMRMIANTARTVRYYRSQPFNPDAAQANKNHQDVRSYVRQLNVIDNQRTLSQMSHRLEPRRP
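EPAC2 (100 nM) mixed with Rap1B loaded with BODIPY-GDP (250 nM) plus 50 uM unlabeled GDP; compounds pinned in, 5 min RT, then read every 5 min for 30 min (ex 480, em 540 nm). Normalized to cAMP control.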
MmCpn inh: blocks the Methanococcus maripaludis chaperonin Mm-Cpn; actives 0.031% (n = 330,000); purified Mm-Cpn ATPase, ADP Transcreener TR-FRET; Potency, µM (top dose mostly 76.9 µM), without a hit: at the highest dose activity, negative = inhibition, usual class: inhibitors; also: potency is read from the fitted curve at half-maximal effect; % is scaled to controls: 0 for no effect and ±100 for the full control effect; nearly all actives have a fitted effect of over 80% in size
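Reaction buffer contained 30 mM Tris pH 7.4, 100 mM KCl, 5 mM MgCl2 and 1 mM DTT. Mm-CPN (25 nM final) hydrolysed 10 uM ATP over 30 min at 37°C; ADP was read by HTRF.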
EPAC2 antagonist: blocks human EPAC2 exchange factor; Q8WZA2; EPAC2 GEF exchange of Rap1B-BODIPY-GDP, fluorescence; Potency, µM (series often up to 114 µM), for inactives: at the top dose activity, negative = inhibition, usual class: inhibitors; actives 0.18% (n = 360,000); AID 720708; also: potency is read from the fitted curve at half-maximal effect; % is scaled to controls: 0 for no effect and ±100 for the full control effect; nearly all actives have a fitted effect of over 45% in size; many of its hits are not listed in these tables
Nrf2 inh: Nrf2 pathway inhibition. A549 ARE-Fluc reporter, luciferase luminescence, 18-24 h. Potency, µM (series often up to 46 µM), for the others: top-dose activity change, negative = inhibition, actives largely listed as inhibitors. actives 2.1% (n = 360,000). AID 504444; also: potency is read from the fitted curve at half-maximal effect; % is scaled to controls: 0 for no effect and ±100 for the full control effect; nearly all actives have a fitted effect of over 60% in size
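Cells were seeded and rested 2 h, then exposed to compounds for 18-24 h. CellTiter-Fluor was read first as a viability measure. BugLite was added 15 min before the final luminescent read of ARE-luciferase activity in A549 cells.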
A549 viability: counter-screen for Nrf2 inhibitors: cytotoxicity in A549 cells | A549 ARE-Fluc cells, CellTiter-Fluor viability, 18-24 h | Potency, µM (doses to about 46 µM), for inactives: at the top dose activity change, negative = cytotoxicity, usual class: inhibitors | actives 0.16% (n = 390,000) | AID 504648; also: potency is read from the fitted curve at half-maximal effect; % is scaled to controls: 0 for no effect and ±100 for the full control effect
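Cytotoxicity counterscreen: CellTiter-Fluor fluorescence was measured in A549 ARE_Fluc cells after 18-24 h of compound exposure in a concentration series. The subsequent BugLite luminescent read reports ARE-luciferase activity.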
CCT chaperon mod: cytosolic chaperonin activity modulation; AID 651819; actives 0.3% (n = 360,000); purified chaperonin ATPase assay, HTRF ADP detection, 30 min; activity change, % (concentration not given with the values), hits read low; in the data active = activity change below about -30%; also: % is scaled to controls: 0 for no effect and ±100 for the full control effect
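Nucleotide hydrolysis assay: TRiC at 20–40 nM final (set by batch activity) with 10 uM ATP, 30 min at 37 °C, in presence of 76 uM compound. Detection by competitive ADP HTRF, 30 min ambient.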
Starred values were filed as active, the others as inactive; i = inactive; ? = inconclusive; . = no result given; [ ] = remark or other dose. Unless noted, calls follow the shape of the dose curve; as a rule, active = well fitted curve in the direction sought with a large enough effect; inconclusive = small, poorly fitted or top-dose-only effect, or another doubt; inactive = no such curve, though single readings can be large; an effect the other way counts as inactive or inconclusive. A portion of the library; count on the stated rates, not on these rows.

canonical_smiles	Akt phos inh	MmCpn inh	EPAC2 ag	Nrf2 inh	CCT chaperon mod	TGFb SMAD3 inh	A549 viability	EPAC2 antagonist	Nrf2 activator
c1ccc2c(c1)oc1c(-c3ccc4nccn4c3)cccc12	i	.	18%	.	0.4	-21%	.	10µM*	3.7%[9.22 µM]
COc1ccc(NC(=O)Cn2c(=O)c(C)nc3ccccc32)cc1Cl	i	1%	-5%	?	-0.3	6%	1%	-20%	2.3%
Cc1ccc2c(c1)C(=O)C(=O)N2CCCOc1ccccc1	i	-2%	20%	1%	-1.2	18µM*	-1%	-27%	2.3%
COc1cccc(NC(=O)Nc2nnc(-c3ccccc3SCc3ccccc3)s2)c1	i	-1%	14%	.	-2.3	7%	-14%	-4%	2.9%
O=C(COc1ccc2ccccc2c1)NNC(=O)[C@@H]1CCCC[C@@H]1C(=O)O	i	-1%	1%	5%	-5.3	-4%	-9%	-1%	0.1%
CCSc1nnc(NC(=O)C2CCN(S(=O)(=O)c3cc(C(F)(F)F)ccc3Cl)CC2)s1	i	1%	-19%	-30%	1.8	11%	1%	-2%	-0.2%
Cc1ccc(/C=C/C(=O)NCc2cccs2)cc1	i	1%	0%	9%	1.2	-1%	0%	-3%	3.9%
Cc1nc(SCCc2nc3ccccc3[nH]2)c2oc3ccccc3c2n1	.	-1%	9%	-26%	.	11%	0%	-5%	0.7%
CN(C[C@H](Cc1ccccc1)N(CCN(CCc1ccccc1)N=O)N=O)N=O	i	.	14%	-13%	-1.8	-11%	8%	15%	0.9%
COc1cc(/C=C/C(=O)O)cc(S(=O)(=O)NCc2ccc3c(c2)OCO3)c1OC	i	5%	-2%	-25%	0.3	7%	0%	4%	0.4%
O=S(=O)(c1ccccc1)N1CCN(c2nc(-c3cccnc3)nc3ccccc23)CC1	i	-2%	13%	7%	0.3	-2%	9%	-5%	0.0%
CCCCc1cc(=O)oc2cc(OC(C)C(=O)NCC3CCC(C(=O)O)CC3)c(Cl)cc12 (centres undefined)	i	-4%	4%	-26%	1.9	35%[activator]	4%	2%	1.8%
CCc1ccccc1NC(=S)N(Cc1ccc(OC)cc1)CC1CCC(C(=O)O)CC1 (centres undefined)	i	4%	7%	-18%	-0.6	0%	1%	2%	-0.7%
Cc1ccc(Cl)cc1NCN1C(=O)c2ccccc2C1=O	i	.	-16%	.	0.1	15%	.	-2%	1.9%
O=C(Nc1onc2c1CCCC2)c1ccc(Cl)cc1	.	.	.	?	.	-1%	-14%	.	?
Cc1[nH]n(-c2nc(-c3ccccc3F)cc(=O)[nH]2)c(=O)c1CCO	i	-7%	7%	-7%	-6.8	-10%	-6%	5%	3.4%
O=C(C1CCCN(S(=O)(=O)c2cccc3nsnc23)C1)N1CCc2ccccc2C1 (centres undefined)	i	1%	8%	15µM*	-21	-27%	-17%	11%	3.5%
CCCOC(=O)Nc1c(C)cccc1C(C)C	i	0%	-3%	-13%	-2.1	6%	-5%	-15%	-0.5%
Nc1ccccc1-c1nc2ccncc2[nH]1	i	.	3%	.	0.4	-7%	.	-10%	0.0%
COC(=O)c1ccc(NC(=O)CNCc2ccncc2)cc1	i	-1%	1%	12%	2.3	-7%	-9%	6%	0.4%
O=C(Nc1ccc(Cl)cc1)N1CCOC12CCC1(CC2)OCCO1	i	2%	4%	?	-1.5	20%	1%	12%	2.7%
Nc1nc(N)c(N=Nc2ccccc2)c(=O)[nH]1	i	.	10%	15%	-1.5	-1%	-19%	2%	0.4%
COc1cccc(C(=O)Nc2cccc(NC(C)=O)c2)c1	.	1%	3%	.	-2.0	-2%	-5%	6%	4.4%
O=C(NCC1CCCO1)[C@@H]1CSC2c3ccccc3C(=O)N21 (some centres undefined)	i	1%	-2%	-16%	1.7	-12%	0%	4%	2.0%

Record cards, from the list above. Screens in order: Akt phos inh	MmCpn inh	EPAC2 ag	Nrf2 inh	CCT chaperon mod	TGFb SMAD3 inh	A549 viability	EPAC2 antagonist	Nrf2 activator
`O=C(C1CCCN(S(=O)(=O)c2cccc3nsnc23)C1)N1CCc2ccccc2C1` (centres undefined) across the screens: i	1%	8%	15µM*	-21	-27%	-17%	11%	3.5%
`CCCOC(=O)Nc1c(C)cccc1C(C)C` across the screens: i	0%	-3%	-13%	-2.1	6%	-5%	-15%	-0.5%

More compounds:
canonical_smiles	Akt phos inh	MmCpn inh	EPAC2 ag	Nrf2 inh	CCT chaperon mod	TGFb SMAD3 inh	A549 viability	EPAC2 antagonist	Nrf2 activator
CC(C)n1cnc2cc(NCc3ccccc3O)ccc21	i	-2%	-4%	19%	-1.8	6%	0%	13%	4.2%
COc1ccccc1C#CC1=CC(=O)C[C@H](c2ccc(F)cc2)C1	i	.	17%	.	-0.2	?	.	-14%	?
O=C(Nc1ccc(S(=O)(=O)N2CCC(c3nc4ccccc4s3)CC2)cc1)c1ccccc1F	.	.	.	16%	.	8%	-1%	.	0.3%
OC(CN1CCOCC1)c1ccc(F)cc1 (centres undefined)	i	1%	14%	8%	-3.0	2%	?	19%[57.1 µM]	-1.3%
Cc1ccc(NC(=O)COC(=O)c2ccc(=O)n(Cc3ccccc3)n2)cc1F	i	-26%	-4%	14%	-1.6	-16%	-3%	0%	-0.4%
CCNC(=O)NC(=O)C(C)OC(=O)c1cccnc1SC (centres undefined)	i	.	7%	15%	-2.6	-2%	-2%	-12%[57.1 µM]	-0.1%
Cc1ccccc1NCC(=O)N=Nc1c(O)[nH]c2ccc([N+](=O)[O-])cc12	i	3%	-11%	?	-0.8	2%	?	-1%	0.3%
COc1cc(C(=O)Nc2c(C(=O)Nc3ccccc3F)oc3ccccc23)cc(OC)c1OC	.	.	.	-2%	.	?	-8%	.	-0.8%
Cc1ccc(C)c(S(=O)(=O)NCCCn2ccnc2)c1	i	0%	0%	3%	-1.5	6%	2%	12%	-0.2%
CNS(=O)(=O)c1cccc(C(=O)OCC(=O)Nc2ccc3ccccc3c2)c1	i	-5%	3%	-5%	-5.2	-8%	-2%	2%	-0.1%
CC(=O)c1cccc(NC(=O)Nc2cnn(Cc3ccc(Cl)cc3Cl)c2)c1	i	3%	4%	?	0.6	?	0%	6%	0.8%
CSc1nnc(-c2nnc(SC)n2-c2ccccc2)n1-c1ccccc1	i	2%	6%	4%	0.1	13%	8%	13%	0.2%
Cc1cc(C)c(NC(=O)CSc2nc3ccccc3c(=O)n2CCCN2CCOCC2)c(C)c1	i	0%	5%	-8%	-11	24%	-18%	0%	-0.8%
CN1CCN(C(=O)c2ccc(Oc3ccc([N+](=O)[O-])cc3)cc2)CC1	i	1%	7%	-20%	-2.2	16%	0%	12%	-0.3%
Cc1ccc(O)c(NC(=O)CN(C)S(=O)(=O)c2ccc(Cl)cc2)c1	i	-1%	6%	-15%	-0.1	-29%	-2%	4%	5.0%
CC12CCC(=O)N1C(C(=O)Nc1nc3ccccc3s1)CS2 (centres undefined)	i	0%	11%	-2%	-0.6	15%	6%	5%	1.6%
Cc1ccccc1NC(=O)Cc1nnc(SCC(=O)NC2CCCCC2)n1C	i	4%	16%	?	-1.6	14%	-5%	-2%	0.0%
COc1ccccc1N1CCN(C(=O)c2cc(-c3ccc(C)cc3)on2)CC1	.	-1%	19%	?	0.0	?	-14%	-15%	3.0%
COc1ccccc1-c1cnc(C(O)c2cc(C)ccc2C)[nH]1 (centres undefined)	i	.	11%	.	0.0	-8%	.	8%	0.4%
COc1ccc(CNC(=O)c2cc(-n3cnnc3)ccc2Cl)cc1	i	1%	5%	4%	-1.1	14%	2%	11%	-0.4%
CCOC(=O)c1oc2ccc(CNC3CCCCC3)c(Cl)c2c1C	i	0%	12%	2%	-2.4	?	?	-7%	4.6%
Cc1ccc(S(=O)(=O)N(C)C)cc1NC(=O)COC(=O)/C=C/c1ccc2c(c1)OCO2	i	-1%	3%	-27%	0.9	-1%	2%	-2%	7.6%
CC(C)(C)SCCNC(=O)c1ccc(NS(C)(=O)=O)cc1	i	1%	8%	12%	0.7	18%	9%	-2%	0.4%
COc1ccc(-c2cc(-c3n[nH]c(=S)n3-c3cccc4ccccc34)[nH]n2)cc1	i	2%	13%	?	-3.0	-12%	-1%	-9%	2.4%
COc1cc(SC)ccc1C(=O)NCc1ccccc1	i	-4%	-3%	-3%	0.8	-1%	7%	-10%	0.2%
Cc1ccc(NC(=O)C2CC(=O)N(CCc3ccccc3)C2)cc1Cl (centres undefined)	i	0%	4%	12%	-1.3	-13%	0%	-9%	0.0%
Cc1ccc(/C=C/C2=NN(Cc3ccccc3)C(=O)CC2)cc1	i	-1%	2%	-9%	1.1	-6%	-3%	1%	0.4%
Cc1ccccc1C(=O)Oc1ccc2ccc(O)cc2c1	i	3%	6%	6%	-1.6	1%	-4%	-16%	19%
COc1ccccc1C(=O)NC(=O)COC(=O)c1cnccn1	i	.	5%	.	-0.2	-19%	.	19%	-0.8%
COC(=O)c1ccccc1NC(=O)CS(=O)(=O)Cc1nc(-c2ccc(C)cc2)oc1C	i	0%	17%	-6%	-0.5	-28%	-1%	-8%	-0.3%
Cc1ccc(NC(=O)c2ccc3c(c2)C(=O)N(c2cc(C)ccc2C)C3=O)nc1	i	1%	-5%	?	-1.5	-2%	2%	-2%	0.8%
Cc1ccc(NC(=S)NC2CCSc3ccccc32)cc1C (centres undefined)	i	0%	8%	23µM*	0.0	16µM*	-22%	3%	0.4%
CN1/C(=C\C=N\NC(=O)c2cccnc2)C(C)(C)c2ccccc21	i	2%	10%	-10%	0.4	-1%	?	-2%	0.2%

Source: PubChem (National Center for Advancing Translational Sciences (NCATS))
